# Compound activity (PubChem BioAssay)
# G9a block: blocks human histone lysine methyltransferase G9a. Potency, µM (series often up to 102 µM), for inactives: top-dose activity, negative = inhibition, hits mostly inhibitors. G9a H3K9 monomethylation, AlphaScreen, 2 h. actives 8.8% (n = 350,000). AID 504332; further: potency means the concentration at half of the fitted maximal effect; on the % scale 0 is the no-effect control and ±100 the full control effect; nearly all actives have a fitted effect of over 75% in size
#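 Quantitative HTS format: methyltransferase activity on a biotin-tagged H3K9 peptide is measured by AlphaScreen, using a rabbit anti-monomethyl-H3K9 antibody with streptavidin donor and anti-IgG acceptor beads. Final levels are 20 nM enzyme, 500 nM peptide, 20 uM SAM; 2 h RT.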
# Pin1 inh: inhibitors of human Pin1 | Pin1 FP peptide displacement, HiFluor488, 10 min | Potency, µM (highest dose often 115 µM), inactives show at the highest dose activity, negative = inhibition, usual class: inhibitors | actives 0.009% (n = 390,000) | AID 504891; active means well fitted inhibition curve with a large enough effect in the polarisation, with a control signal flat, not every such curve was filed as active; inconclusive means small, poorly fitted or top-dose-only effect, or effect the other way, or a change in a side signal; inactive means no such curve, though single readings can be large or run the other way; the % refers to the polarisation; further: potency means the concentration at half of the fitted maximal effect; on the % scale 0 is the no-effect control and ±100 the full control effect
# JMJD2A Tudor: JMJD2A Tudor domain (human) inhibition; O75164; AlphaScreen JMJD2A-Tudor / H3K4me3 peptide binding; Potency, µM (titrated, usually from 114 µM), without a hit: at the top dose activity change, negative = inhibition, most hits filed as inhibitors; actives 4.4% (n = 390,000); AID 504339; further: potency means the concentration at half of the fitted maximal effect; on the % scale 0 is the no-effect control and ±100 the full control effect; nearly all actives have a fitted effect of over 50% in size
# POLH inh: blocks human DNA polymerase eta activity; Q9Y253; recombinant Pol eta, fluorescent DNA replication assay; Potency, µM (doses to about 114 µM), inactives show top-dose activity change, negative = inhibition, most hits filed as inhibitors; actives 1.2% (n = 390,000); AID 588591; further: potency means the concentration at half of the fitted maximal effect; on the % scale 0 is the no-effect control and ±100 the full control effect
#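 Pol eta (10 nM) was preincubated with compounds for 15 min at room temperature, after which fluorescent replication substrate (50 nM final) was added to start the reaction. Fluorescence was read kinetically at 0 and 10 min.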
# BAZ2B block: inhibitors of human BAZ2B bromodomain; actives 4.4% (n = 360,000); AlphaScreen BAZ2B-H3K14Ac peptide displacement; AID 504333; Potency, µM (doses to about 114 µM), for inactives: top-dose activity change, negative = inhibition, most hits filed as inhibitors; further: potency means the concentration at half of the fitted maximal effect; on the % scale 0 is the no-effect control and ±100 the full control effect; nearly all actives have a fitted effect of over 60% in size
#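 Inhibition is scored as reduced AlphaScreen emission. The BAZ2B/b-H3(5-23)K14Ac complex (50 nM each) in PBS pH 7.4, 0.01% Tween-20 meets compound (up to 110 uM) for 30 min at RT before bead addition.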
# GLS inh: glutaminase GLS (human) inhibition | O94925 | GLS enzymatic activity, qHTS titration | Potency, µM (doses to about 45.5 µM), inactives show at the top dose activity change, negative = inhibition, most hits filed as inhibitors | actives 0.21% (n = 410,000); further: potency means the concentration at half of the fitted maximal effect; on the % scale 0 is the no-effect control and ±100 the full control effect
# Target sequence (O94925 whole entry, looked up): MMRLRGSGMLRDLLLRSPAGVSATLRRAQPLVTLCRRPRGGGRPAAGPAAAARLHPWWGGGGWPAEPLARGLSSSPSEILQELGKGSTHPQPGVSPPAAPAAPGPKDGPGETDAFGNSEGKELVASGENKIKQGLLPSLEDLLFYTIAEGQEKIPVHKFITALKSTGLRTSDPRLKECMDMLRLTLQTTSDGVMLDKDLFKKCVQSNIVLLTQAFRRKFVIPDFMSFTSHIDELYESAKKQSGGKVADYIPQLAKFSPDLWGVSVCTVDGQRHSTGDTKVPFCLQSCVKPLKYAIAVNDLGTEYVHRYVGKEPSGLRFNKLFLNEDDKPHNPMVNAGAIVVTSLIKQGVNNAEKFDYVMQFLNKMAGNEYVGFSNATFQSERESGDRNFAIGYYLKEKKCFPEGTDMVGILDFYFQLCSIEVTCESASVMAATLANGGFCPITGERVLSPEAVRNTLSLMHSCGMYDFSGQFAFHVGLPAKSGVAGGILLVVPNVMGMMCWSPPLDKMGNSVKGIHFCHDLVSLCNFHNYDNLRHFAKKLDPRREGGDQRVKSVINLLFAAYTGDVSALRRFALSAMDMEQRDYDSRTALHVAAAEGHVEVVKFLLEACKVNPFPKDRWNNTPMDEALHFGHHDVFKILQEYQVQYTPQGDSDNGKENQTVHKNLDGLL
#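 Human kidney-isoform GLS in 45 mM KH2PO4 pH 8.2, 0.02% Tween-20, with compound, started with 1mM L-Glutamine (added stock). Glutamate oxidase/HRP/Amplex red coupled fluorescence read at start and after 30 min at RT.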
# HP1b chromo inh: blocks HP1-beta chromodomain binding to methylated histone tails | Potency, µM (highest dose often 114 µM), for inactives: at the top dose activity change, negative = inhibition, actives largely listed as inhibitors | P83916 | AlphaScreen HP1-beta / biotin-H3K9me3 peptide binding | actives 0.56% (n = 390,000); further: potency means the concentration at half of the fitted maximal effect; nearly all actives have a fitted effect of over 70% in size; inactives centre near 23
# Target sequence (P83916 whole entry, looked up): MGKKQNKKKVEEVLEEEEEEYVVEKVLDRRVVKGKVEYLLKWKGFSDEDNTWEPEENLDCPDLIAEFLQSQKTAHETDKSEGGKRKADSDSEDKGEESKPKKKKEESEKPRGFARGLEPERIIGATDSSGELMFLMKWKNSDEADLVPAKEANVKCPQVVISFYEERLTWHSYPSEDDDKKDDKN
#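 HP1-beta protein (50 nM final) preincubated 30 min at room temperature with biotinylated H3(1-18)K9me3 peptide (50 nM) in PBS pH 7.4, 0.01% Tween-20, then compound added for 30 min. AlphaScreen streptavidin donor/nickel chelate acceptor beads (10 ug/mL final), 30 min dark, luminescence read.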
# PI4K2A inh: PI4K2A (human) kinase inhibition. Q9BTU6. purified PI4K2A, ADP-Glo luminescence, 1 h; stronger effect = lower value. activity change, negative = inhibition, % at 76.9 µM. actives 0.13% (n = 420,000); in the data active means activity change below about -50%; inconclusive means mostly about -30% to -49%;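 further: -100% = wells without enzyme as full effect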
#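 In this quantitative HTS, ADP production by PI4K2A was quantified luminescently after 1 h at ambient temperature; 100 microM adenosine served as plate-quality control.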
# PGK inhibitor: inhibitors of T. brucei phosphoglycerate kinase; AID 602233; P07378; actives 0.043% (n = 380,000); PGK/GAPDH coupled, Kinase-Glo luminescence, 60 min; Potency, µM (doses to about 57.5 µM), without a hit: top-dose activity change, negative = inhibition, usual class: inhibitors; further: potency means the concentration at half of the fitted maximal effect; on the % scale 0 is the no-effect control and ±100 the full control effect; nearly all actives have a fitted effect of over 60% in size
#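 Luminescent ATP detection (Kinase-Glo Plus) follows a 60-minute room-temperature incubation, with wells lacking PGK as controls. Buffer: 100 mM TEA (pH 7.6), 5 mM MgCl2, 0.01% Tween-20. Coupling enzyme GAPDH (100 nM final) supplies unstable 1,3-BPG in-well.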
# Starred values were filed as active, the others as inactive; i = inactive; ? = inconclusive; . = not tested or not shown; & = joins results of further samples; [ ] = dose if it differs, or a comment. Unless noted, the call rests on the fitted dose curve; in most records, active means well fitted curve in the direction sought with a large enough effect; inconclusive means small, poorly fitted or top-dose-only effect, or another doubt; inactive means no such curve, though single readings can be large; an effect the other way counts as inactive or inconclusive. Only part of the results is shown (hit frequency here may not be typical).
SMILES,G9a block,Pin1 inh,JMJD2A Tudor,POLH inh,BAZ2B block,GLS inh,HP1b chromo inh,PI4K2A inh,PGK inhibitor
COc1cc(NC(=O)CCc2c(C)nc3c(c(C)nn3-c3ccccc3)c2C)cc(OC)c1OC,8%[59 µM],-3%,5%,-16%,-5%,5%,40%[activator],1,-4%
O=C(Nc1ccn(CCCN2CCN(c3ccccn3)CC2)c(=O)n1)OCc1ccccc1,.,-12%,-14%,-8%,.,9%,28%,-3,2%
COC(=O)c1ccccc1S(=O)(=O)N1CCC(NC(=O)c2ccccc2)CC1,-4%[2.33 µM],-1%,-11%,9%,12%,1%,20%,1,-6%
CC(C)(C)c1ccc(S(=O)(=O)N2CCN(CC(O)COCC3CCCO3)CC2)cc1 (centres undefined),3%[12.7 µM],1%,1%,-1%,8%,-3%,15%,0,-5%
COP(=O)(CC(=O)c1ccccc1)CC(=O)c1ccccc1,5%,5%,-1%,-4%,-5%,0%,0%,1,8%
COc1ccc(S(=O)(=O)N(C)C[C@H]2Oc3ccc(NS(=O)(=O)c4ccc(F)cc4)cc3C(=O)N([C@H](C)CO)C[C@@H]2C)cc1,.,8%,-24%,-27%,.,-5%,37%,1,-2%
CC(C)(CCl)C(=O)Nc1ccnc(-c2ccncc2)n1,-39%,0%,-2%,0%,-19%,-2%,27%,-3,-2%
O=C(CCCCn1c(=O)[nH]c2ccccc2c1=O)NC1CCN(Cc2ccccc2)CC1,16%,0%,-4%,-1%,1%,2%,34%,-4,0%
OCC1(CC2CCCCO2)CCN(C/C=C/c2ccccc2)CC1 (centres undefined),8%,-1%,-4%,-23%,16%,-14%,23%,-3,2%
O=C(/C=C/c1ccco1)NCc1ccccn1,35µM*,-18%,2%,-3%,-10%,-22%,31%,-6,i
CC1Oc2ccccc2N(CC(=O)N(Cc2ccccc2)Cc2ccccn2)C1=O (centres undefined),-1%[12.7 µM],-4%,-18%,-8%,-4%,4%,23%,-71*,-7%
COCc1cc(=O)[nH]c(Sc2c(-c3ccccc3)c3ccc(Cl)cc3[nH]c2=O)n1,11%,-2%,-13%,-11%,4%,12%,40%[activator],-10,i

# Shown with bars between the fields: entries from further up
SMILES | G9a block | Pin1 inh | JMJD2A Tudor | POLH inh | BAZ2B block | GLS inh | HP1b chromo inh | PI4K2A inh | PGK inhibitor
O=C(/C=C/c1ccco1)NCc1ccccn1 | 35µM* | -18% | 2% | -3% | -10% | -22% | 31% | -6 | i
CC1Oc2ccccc2N(CC(=O)N(Cc2ccccc2)Cc2ccccn2)C1=O (centres undefined) | -1%[12.7 µM] | -4% | -18% | -8% | -4% | 4% | 23% | -71* | -7%

# Other results:
SMILES,G9a block,Pin1 inh,JMJD2A Tudor,POLH inh,BAZ2B block,GLS inh,HP1b chromo inh,PI4K2A inh,PGK inhibitor
COc1cc(S(C)=O)ccc1-c1nc2ncccc2[nH]1 (centres undefined),8%[59 µM],-2%,-11%,-6%,9%,0%&5%,48%[activator],-2,-9%
COc1ccc(N2C(=O)CSC23CCCCC3)cc1,15%[59 µM],-2%,-16%,-23%,38%[activator],9%,33%,0,-1%
Cc1sc(N)nc1-c1c(C)n(C)c2ccccc12,45µM*,8%,-31%,-10%,?,-12%,2%,0,i
CC(C)Oc1ccc(-c2cc(=O)[nH]c(=O)[nH]2)cc1,19%[59 µM],3%,-7%,-22%,-4%,5%,18%,3,-9%
Cc1ccc(NS(=O)(=O)c2ccc3c(c2)NC(=O)C(C)C(=O)N3)cc1C (centres undefined),29%,-10%,-9%,-22%,3%,7%,26%,-4,10%
CCCCS(=O)(=O)N1CCCC(C(=O)Oc2ccccc2)C1 (centres undefined),46%,-3%,8%,-4%,4%,-4%,42%[activator],-1,0%
O=C(NCCN1CCOCC1)c1ccc(NS(=O)(=O)c2cccc([N+](=O)[O-])c2)cc1,50µM*,-1%,-2%,-6%,14%,12%,14%,1,-6%
CCN(CC(=O)Nc1c(F)cccc1F)C(=O)c1ccc(S(=O)(=O)N(CC)c2ccccc2)cc1,.,-1%,5%,-21%,.,-6%,38%,2,-6%
O=C(Cc1ccc(Br)cc1)Nc1ccc(S(=O)(=O)Nc2ncccn2)cc1,.,-1%,-11%,-3%,-6%,-11%,58%[activator],2,-3%
Cc1ccc(S(=O)(=O)N(C)C)cc1NC(=S)NCCc1ccccn1,-12%,-5%,-17%,-11%,-17%,-5%,78%[activator],-4,-2%
CC1CCN(S(=O)(=O)c2cc(C(=O)NC3(C)CCS(=O)(=O)C3)ccc2Br)CC1 (centres undefined),3%[59 µM],2%,-8%,-17%,0%,-9%,32%,4,10%
COc1ccc(S(=O)(=O)N2CCC(C(=O)NC3CCCCC3)CC2)cc1OC,-21%,-5%,-6%,-10%,-5%,?,15%,2,-5%
Cc1ccc(C(=O)N2N=C3c4ccccc4S(=O)(=O)N3[C@H]2N(C)C)cc1,-2%,6%,-26%,-13%,2%,0%,19%,-1,i
CCN(CC)S(=O)(=O)c1cc(C(=O)OCC(=O)NC2CCCc3ccccc32)ccc1C (centres undefined),-2%[59 µM],16%,-12%,-17%,1%,-2%,22%,0,-1%

# Ordered by count of non-hydrogen atoms (smallest number first): part of the list above
SMILES,G9a block,Pin1 inh,JMJD2A Tudor,POLH inh,BAZ2B block,GLS inh,HP1b chromo inh,PI4K2A inh,PGK inhibitor
Cc1sc(N)nc1-c1c(C)n(C)c2ccccc12,45µM*,8%,-31%,-10%,?,-12%,2%,0,i
CC(C)(CCl)C(=O)Nc1ccnc(-c2ccncc2)n1,-39%,0%,-2%,0%,-19%,-2%,27%,-3,-2%
OCC1(CC2CCCCO2)CCN(C/C=C/c2ccccc2)CC1 (centres undefined),8%,-1%,-4%,-23%,16%,-14%,23%,-3,2%
O=C(Cc1ccc(Br)cc1)Nc1ccc(S(=O)(=O)Nc2ncccn2)cc1,.,-1%,-11%,-3%,-6%,-11%,58%[activator],2,-3%
COC(=O)c1ccccc1S(=O)(=O)N1CCC(NC(=O)c2ccccc2)CC1,-4%[2.33 µM],-1%,-11%,9%,12%,1%,20%,1,-6%
CCN(CC)S(=O)(=O)c1cc(C(=O)OCC(=O)NC2CCCc3ccccc32)ccc1C (centres undefined),-2%[59 µM],16%,-12%,-17%,1%,-2%,22%,0,-1%
